High-throughput results from PubChem BioAssay.
Lipid storage S3: qHTS Assay for Lipid Storage Modulators in Drosophila S3 Cells; Potency in µM for hits, for the others lipid storage change, negative = inhibition, % at the top dose, mostly 46.1 µM; Drosophila S3 cells, BODIPY lipid droplet fluorescence, 18-24 h; cells fed with added oleic acid; 320,000 tested, 0.64% active; AID 2685; active = well fitted inhibition curve with a large enough effect in the signal ratio, with a control signal flat, not every such curve was filed as active; inconclusive = small, poorly fitted or top-dose-only effect, or effect the other way, or a change in a side signal; the % refers to the signal ratio
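Laser-scanning cytometry quantifies lipid droplet accumulation (500–530 nm total intensity; droplet/cell object ratio) in oleic acid-fed (400 uM added) Drosophila S3 cells treated with a concentration series. 20 uM Triacsin C defined 100% inhibition.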
Lipid storage S3 cell count max: further read-out of Lipid storage S3, marked with its call; cell number change, %; measured here: cell count max response;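 cells counted by Cell Tracker Red CMTPX staining in the red channel; peak over a dose series mostly up to 46.1 µM; percent activity relative to internal control wells on each plate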
* = called active by the depositor; i = inactive; ? = inconclusive; . = no result given; [ ] = remark or other dose. % is set by controls: 0 for no effect and ±100 for the full control effect; potency is the fitted concentration of half-maximal effect.

SMILES | Lipid storage S3 | Lipid storage S3 cell count max
O=C(NCc1cccs1)C(=O)NCC1OCCCN1S(=O)(=O)c1cccs1 (stereo not drawn) | ? | .
Cn1c(N)c(C(=O)COC(=O)COc2ccc3ccccc3c2)c(=O)n(C)c1=O | -28.4% | .
COc1cc([N+](=O)[O-])ccc1NC(=O)Nc1ccc(C(=O)N2CCCC2)cc1 | ? | .
COc1ccc(S(=O)(=O)N/N=C\c2ccc3c(c2)OCO3)cc1 | -1.6% | -15.8
Cc1c(C)c2ccc(OCC(=O)Nc3cccnc3)c(C)c2oc1=O | ? | .
Cc1ccc(C(=O)NC(=S)NCc2ccccc2)cc1 | ? | .
CCCn1c(SCC(=O)Nc2cc(S(=O)(=O)N(C)C)ccc2OC)n[nH]c1=O | ? | .
O=C(c1ccc2c(c1)OCO2)C1CCCN(C(=O)c2cnn(Cc3ccccc3)c2)C1 (stereo not drawn) | ? | .
C=CCOc1ccc(/C=C2\SC(=S)N(NS(=O)(=O)c3ccccc3)C2=O)cc1 | 6.6% | -12.2
O=C(NCCc1ccc(OC(F)F)cc1)C1CC(=O)N(c2ccc3c(c2)OCCO3)C1 (stereo not drawn) | ? | .
O=C(Nc1nnc(-c2ccco2)s1)C1CCCCC1 | ? | .
CC(C)CC(O)C1CCN(C(=O)CCc2nnc(-c3ccccc3)o2)CC1 (stereo not drawn) | 9.8% | 9.4
Cc1cccc(NC(=O)COc2coc(CN3CCc4ccccc4C3)cc2=O)c1 | ? | .
CCOc1ccc(CCNC(=O)C2CCN(S(=O)(=O)CC)CC2)cc1OCC | -24.2% | -4.3
CC1Cc2ccccc2N1C(=O)CSc1nn2c(=O)c(C(C)(C)C)nnc2s1 (stereo not drawn) | ? | .
O=C(COc1cc2oc(=O)c3c(c2cc1Cl)CCC3)Nc1cccnc1 | ? | .
Cc1[nH]c2ccccc2c1/C=N/NC(=O)Cc1cccs1 | ? | .
Cc1ccc(-n2nc(-c3ccco3)cc2C(=O)O)cc1 | ? | .
FC(F)(F)c1nc2ccccc2c2nc3ccccc3n12 | ? | .
C=CCC1(CC=C)CCCN1C(=O)c1cc(COc2ccc(F)c(F)c2)on1 | ? | .
CCc1c(C(=O)NNC(=S)Nc2ccc(S(=O)(=O)Nc3ncccn3)cc2)csc1C | ? | .
CCCC(=O)Nc1c(C(=O)OCC)oc2ccccc12 | -6.4% | 4.0
Cc1cccc(C)c1-n1nnnc1C(C)(C)N1CCN(N=O)CC1 | -0.7% | 1.6
C#CCNC(=O)C1=C[C@@H](c2ccccc2)C[C@@H](OCc2ccc(CO)cc2)O1 | 11.4% | -0.1
CCc1cc(=O)oc2cc(OCC(=O)N(CC)CC)c(Cl)cc12 | ? | .
COc1ccc(OC)c(NC(=O)C(=O)N/N=C(\C)CC(=O)Nc2ccc(Cl)cn2)c1 | i | 1.4
COc1ccc(NC(=O)CCc2nnc3ccc(N4CCC(C)CC4)nn23)cc1 | 4.1% | -4.0
c1ccc(-n2cnnc2SCc2cn3cccnc3n2)cc1 | i | .
CCOC(=O)C1CCN(C(=O)CNC(=O)c2nn(-c3ccc(OC)c(OC)c3)c(=O)c3ccccc23)CC1 | ? | .
CC(=O)Nc1ccccc1/C=C/c1ccc2c(C)ccc(O)c2n1 | 4.8% | -2.2
COc1cc2c(cc1OC)C(C)N(CC(=O)Nc1ccc(S(=O)(=O)N3CCCC3)cc1)CC2 (stereo not drawn) | i | -5.7
O=S(=O)(c1cccs1)N1CCC(CO)(Cc2ccc(Cl)cc2)CC1 | 0.3% | 4.6
COC(=O)c1ccc(NC(=O)c2ccc3nc(C)sc3c2)cc1 | i | -6.5
Brc1ccc(OCCN2CCOCC2)cc1 | i | 14.6
CCOC(=O)NC(=O)c1cn(Nc2ccccc2C(F)(F)F)c(=O)[nH]c1=O | ? | .
Cc1ccnc(SCCn2c(N3CCCCC3)nc3c2c(=O)n(C)c(=O)n3C)n1 | ? | .
COc1cccc(C(=O)NCCS(=O)(=O)NC(C)CCc2ccccc2)c1 (stereo not drawn) | ? | .
CC(=O)C1=C(C)Nc2ncnn2C1c1ccc(C)cc1 (stereo not drawn) | 14.3% | 13.3
Cc1cc(N2C(=O)C(O)=C(C(=O)c3cccs3)C2c2ccccc2)no1 (stereo not drawn) | -2.9% | -6.2
O=C(CC1C(=O)OCC2CCCCN21)Nc1ccccc1C(F)(F)F (stereo not drawn) | 8.7% | 4.4
CCCn1nc(C(=O)OCC(=O)NC(C)c2ccccc2)c2ccccc2c1=O (stereo not drawn) | ? | .
Cc1nc(S/C(=C/c2ccc(OCc3ccc(C(=O)O)cc3)cc2)C(=O)O)n[nH]1 | ? | .
CCCC(=O)Nc1ccc(C(=O)NNC(=O)c2cccc([N+](=O)[O-])c2)cc1 | 8.5% | 15.7
Cc1ccccc1CNC(=O)CC1C(=O)NCCN1CC1CCCCC1 (stereo not drawn) | -17.3% | -10.1
O=C(NCCN1CCOCC1)c1ccc2c(c1)N(Cc1ccc(Cl)cc1)CCS2 | ? | .
COc1cc(C(=O)Nc2nnc(-c3sccc3C)s2)cc(OC)c1OC | ? | .
Cn1c(SCC(=O)N/N=C/c2cc([N+](=O)[O-])ccc2O)nnc1-c1ccccc1 | 4.6% | 5.3
CCCCN(CC)CCNC(=O)CN(C)S(=O)(=O)c1ccc2c(c1)c(=O)n(C)c(=O)n2C | -7.4% | -1.0
COC(=O)c1ccc(NC(=O)c2ccccc2N(C)S(C)(=O)=O)cc1 | ? | .
CCC(CC)NC(=O)CSc1ccc(S(=O)(=O)N2CCCCC2)cn1 | ? | .
COc1ccc(S(=O)(=O)N2N=C(c3cccc(NS(C)(=O)=O)c3)CC2c2ccco2)cc1 (stereo not drawn) | i | .
CNC(=O)CN(C)S(=O)(=O)c1ccc(F)cc1 | 20.6µM* | .
Cc1noc(NS(=O)(=O)c2ccc(NC(=O)CS(=O)(=O)c3ccccc3)cc2)c1C | ? | .
C=CCNc1oc(-c2ccco2)nc1S(=O)(=O)c1ccccc1 | ? | .
CCC(Sc1nc(C)cc(C)n1)C(=O)Nc1ccc(S(N)(=O)=O)cc1 (stereo not drawn) | -8.9% | -15.2
Cc1cc(C(F)(F)F)nn1CC(=O)N1CCCC1 | ? | .
CCOC(=O)C1CCN(Cc2ccc(-c3ccccc3)cc2)CC1 | -13.6% | 15.8
O=C(NNC(=O)c1cc2cc3ccccc3nc2s1)c1ccc(F)cc1 | -5.4% | 11.0
CCCOc1ccc(CNC(=O)Cn2ncc3ccccc32)cc1 | 13.9% | 0.9
O=C(COC(=O)c1ccccc1C(=O)N1CCN(c2ccc(F)cc2)CC1)NCc1ccccc1 | ? | .

Continued; it opens with the four that closed the last part.
Fields: Lipid storage S3, Lipid storage S3 cell count max
- CCOC(=O)C1CCN(Cc2ccc(-c3ccccc3)cc2)CC1
 : -13.6%, 15.8
- O=C(NNC(=O)c1cc2cc3ccccc3nc2s1)c1ccc(F)cc1
 : -5.4%, 11.0
- CCCOc1ccc(CNC(=O)Cn2ncc3ccccc32)cc1
 : 13.9%, 0.9
- O=C(COC(=O)c1ccccc1C(=O)N1CCN(c2ccc(F)cc2)CC1)NCc1ccccc1
 : ?, .
- COc1cccc(NC(=O)CN(C)C(=O)c2ccc(NC3CC3)c([N+](=O)[O-])c2)c1
 : ?, .
- COc1cc(/C=N/Nc2ccnc(=O)[nH]2)ccc1O
 : 10.9%, .
- O=C(O)c1cc(Cl)ccc1-c1ccc(/C=C/c2cc(C(F)(F)F)[nH]c(=O)n2)o1
 : i, 11.7
- O=C(COc1ncnc2c(Cl)cc(Cl)cc12)NC1CCCCCC1
 : -7.3%, 17.1
- Cc1ccc(N(C(C)C(=O)N2CCCC2)S(C)(=O)=O)cc1 (stereo not drawn)
 : ?, .
- O=C(CSC1=NS(=O)(=O)c2cc(F)ccc2N1)Nc1ccccc1
 : 7.2%, .
- CC(C)C[C@H]1CN=C(Nc2ccccc2)N1CC1CCCCCC1
 : 3.8%, 10.7
- Cc1ccc(CNC(=O)C2CC3Cn4c(nc5cc(C)c(C)cc54)C3N2C)o1 (stereo not drawn)
 : 9.1%, 16.4
- COc1ccc(C2N(S(=O)(=O)c3ccccc3)CCN2S(=O)(=O)c2ccc(C)cc2)cc1 (stereo not drawn)
 : ?, .
- CSc1ccccc1OCc1cc(C(=O)NCCc2nc(C)cc(C)n2)no1
 : -2.7%, 10.4
- Cc1cccc(NC(=O)Cn2cc(C=O)c3ccccc32)c1
 : ?, .
- COc1ccccc1C1CCN(C(=O)c2ccco2)CC1
 : 8.9%, 16.2
- COc1ccc(C(=O)NC(=S)Nc2ccc(CN3CCOCC3)cc2)cc1Cl
 : ?, .
- O=C1N=C(N2CCCCC2)S/C1=C\c1ccc(Cl)cc1
 : -14.0%, -1.5
- CC(=C/c1ccccc1)/C=N/NC(=O)c1cnccn1
 : ?, .
- CC(Oc1ccc2c(-c3ccccc3)cc(=O)oc2c1)C(=O)NCCCN1CCOCC1 (stereo not drawn)
 : 16.9%, -7.7
- CCOc1ccc(NC(=O)[C@@H](NC(=O)c2ccccc2Br)C(C)C)cc1
 : ?, .
- CCOc1ccc(NC(=O)CN(C)C(=O)Cc2c[nH]c3ccccc23)cc1OCC
 : ?, .
- Cc1cccnc1NC(=O)Cn1nc([N+](=O)[O-])cc1C
 : ?, .
- CCOC(=O)c1c(C)c(C(=O)NCc2cccs2)c(C)n1C
 : -15.5%, 14.0
- O=C(CSc1nnc(-c2ccco2)n1-c1ccccc1)NCc1ccco1
 : -10.2%, 3.2
- NC(=O)C1CCN(C(c2ccccc2Cl)c2nnnn2Cc2ccc3c(c2)OCO3)CC1 (stereo not drawn)
 : ?, .
- COc1ccc(CN2CCC(CNS(=O)(=O)c3cccc(C(F)(F)F)c3)CC2)cc1
 : ?, .
- COc1ccc(-n2cnnc2SCc2csc(-c3ccccc3)n2)cc1
 : ?, .
- CN(C)c1ccc(C2CC(=O)C=C(Nc3ccccc3N)C2)cc1 (stereo not drawn)
 : 10.3%, -0.2
- O=C(N/N=C/c1c[nH]c2c1ccc1ccccc12)c1ccc([N+](=O)[O-])cc1
 : 9.9%, 9.4
- O=C(NNC(=S)Nc1ccc(F)cc1)[C@H]1C[C@@H]1c1ccccc1
 : 0.3%, -1.3
- O=C(c1ccc(S(=O)(=O)N2CCCC2)cc1)N1CCCCC1
 : ?, .
- COc1ccc(CCNC(=O)c2ccc(C)s2)cc1OC
 : ?, .
- Cc1cc(-c2cc(-c3ccc(Cl)cc3)nc(N)c2C#N)co1
 : ?, .

Single records, as listed above. Screens in order: Lipid storage S3, Lipid storage S3 cell count max
Record of Cc1cc(-c2cc(-c3ccc(Cl)cc3)nc(N)c2C#N)co1 → ?, .
Record of Cc1c(C)c2ccc(OCC(=O)Nc3cccnc3)c(C)c2oc1=O → ?, .

Next results
Fields: Lipid storage S3, Lipid storage S3 cell count max
- COc1ccccc1N1CCN(/N=C\c2sccc2C)CC1
 : -0.6%, -0.6
- COCCCn1c(SCCc2ccccc2)nc2cc(OC)c(OC)cc2c1=N
 : ?, .
- COc1ccc(-n2c(C)nn(C)c2=O)cc1
 : -10.7%, 7.3
- CC(C)Cn1c(C(C)C)nc([N+](=O)[O-])c1S(=O)(=O)c1ccc(F)cc1
 : ?, .
- CCN(CC)CCNC(=O)c1c(O)c2cccc3c2n(c1=O)CCC3
 : ?, .
- Cc1ccc(Cn2cccc(NC(=O)c3ccco3)c2=O)cc1
 : 22.1%, -0.9
- O=C(Nc1cccc(C(F)(F)F)c1)C(Sc1ncnc2ccccc12)c1ccccc1 (stereo not drawn)
 : ?, .
- COC(=O)c1cc2occc2n1Cc1nc(-c2ccc(Cl)cc2)oc1C
 : ?, .
- CCSc1nnc(NC(=O)CC)s1
 : ?, .
- CSc1nc(C)cc(SCC(=O)Nc2ccc(Cl)cc2Cl)n1
 : 10.5%, 5.7
- COc1ccc(-n2cnnc2SCC(=O)N(C)c2ccccc2)cc1
 : ?, .
- COc1ccc(NS(=O)(=O)c2ccc3oc4ccccc4c3c2)cn1
 : ?, .
- O=C(C1COc2ccccc2O1)N1CCN(c2nc3ccc([N+](=O)[O-])cc3s2)CC1 (stereo not drawn)
 : 18.4%, 11.7
- COc1ccc2[nH]c(C(=O)NCc3ccc4c(c3)OCO4)cc2c1
 : ?, .
- COc1ccccc1OCC(=O)Nc1ccc(S(=O)(=O)Nc2nc(C)cc(C)n2)cc1
 : i, .
- COc1ccc(OC)c(NC(=O)CNC(=O)Cn2ccc3ccccc3c2=O)c1
 : 7.2%[9.22 µM], -7.8
- CCN1CCN(c2cc(C)c3cc(NC(=S)N(CC)CC)ccc3n2)CC1
 : ?, .
- CC12CCC(CC1=O)C2(C)C (stereo not drawn)
 : 0.2%, 8.5
- CCNC(=S)N1CCC(C(O)(c2ccccc2)c2ccccc2)CC1
 : i, .
- COc1cc(CC(=O)OCC(=O)NCc2ccc(C)cc2)cc(OC)c1OC
 : 1.6%, -2.9
- O=C(O)c1cccc(-n2c(/C=C/c3cccc([N+](=O)[O-])c3)nc3ccccc3c2=O)c1
 : 14.9%, 7.1
- Cc1nc(SCC(=O)NCC2CCCO2)c2c3c(sc2n1)CCCC3 (stereo not drawn)
 : ?, .
- CCc1ccc(CNC(=O)CC2C(=O)NCCN2Cc2ccccc2F)nc1 (stereo not drawn)
 : ?, .
- Cc1cccc(NC(=O)/C(=C/c2cccc([N+](=O)[O-])c2)NC(=O)c2cccs2)c1
 : ?, .
- COc1ccc(C(=O)N2CCN(C3CCCCC3)CC2)cc1OC
 : i, 26.2
- N#CC1=C(N)Oc2cc(N)ccc2C1c1ccc(F)cc1F (stereo not drawn)
 : ?, .
- CCc1nnc(NC(=O)CCC(=O)N2CCN(Cc3ccc(F)cc3)CC2)s1
 : ?, .
- O=C(Cc1c[nH]c2ccccc12)Nc1nccs1
 : 20.9%, -10.1

Some of the compounds tested. The share of hits here may be higher or lower than overall.
